GalR3 antagonist: human GalR3 antagonism | O60755 | HEK293 GalR3-CNG cAMP membrane potential fluorescence; galR3 body fused to GalR1 C-terminus | inhibition, % at 3 µM | 0.44% of 360,000 active | AID 651719;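 active = inhibition above the screen-wide average plus 3 SD, cut at about 13% in these data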;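 also: forskolin and galanin both at EC90 stimulate the cells; cAMP rise reported by CNG channel membrane potential dye signal; 0% = forskolin plus galanin with DMSO and 100% = forskolin alone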
Target sequence (O60755 1-299 limits assumed): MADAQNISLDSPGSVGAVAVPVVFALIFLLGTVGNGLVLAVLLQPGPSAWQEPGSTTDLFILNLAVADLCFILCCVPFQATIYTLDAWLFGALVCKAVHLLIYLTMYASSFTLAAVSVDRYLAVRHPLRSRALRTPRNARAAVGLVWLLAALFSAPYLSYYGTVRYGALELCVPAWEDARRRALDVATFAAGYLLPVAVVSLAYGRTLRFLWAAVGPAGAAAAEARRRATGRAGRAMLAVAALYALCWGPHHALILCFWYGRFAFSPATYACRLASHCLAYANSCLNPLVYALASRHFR
CHRM4 PAM: positive allosteric modulators of human muscarinic M4 receptor. CHO-K1 hM4/Gqi5, Fluo-8 calcium fluorescence, ACh EC20; 0% = ACh EC20, 100% = maximal ACh. P08173. activation, % at 3 µM. 0.4% of 360,000 active;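 active = activation above its plate's cutoff, the mean activation of sample wells plus 3 SD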; also: some results filed as inactive read as strong as hits
Target sequence (P08173 whole entry, looked up): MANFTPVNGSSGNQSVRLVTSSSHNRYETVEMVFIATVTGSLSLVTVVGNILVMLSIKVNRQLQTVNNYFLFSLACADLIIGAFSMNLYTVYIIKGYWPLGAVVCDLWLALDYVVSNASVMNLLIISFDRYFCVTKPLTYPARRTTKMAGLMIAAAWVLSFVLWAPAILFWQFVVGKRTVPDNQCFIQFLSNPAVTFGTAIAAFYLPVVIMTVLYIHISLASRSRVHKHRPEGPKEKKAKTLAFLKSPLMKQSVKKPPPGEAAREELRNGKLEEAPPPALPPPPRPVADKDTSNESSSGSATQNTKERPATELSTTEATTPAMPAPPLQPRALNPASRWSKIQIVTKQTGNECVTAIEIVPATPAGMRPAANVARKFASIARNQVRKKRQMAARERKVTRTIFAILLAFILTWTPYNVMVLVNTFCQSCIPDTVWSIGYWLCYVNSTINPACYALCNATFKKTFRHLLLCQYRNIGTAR
Active calls of the source: *. An excerpt; rates above refer to the full screens.

# | mol | GalR3 antagonist | CHRM4 PAM
1 | COC[C@@H]1CCCN1c1ccc2c(c1)O[C@H](COCc1ccccc1)CN([C@@H](C)c1ccccc1)S2(=O)=O | -8.0 | 3.8
2 | O=S1(=O)CC(N2CC=CC2)CN1Cc1ccccc1 (stereo unspecified) | -8.2 | 8.9
3 | CCC(c1nnnn1-c1ccc2c(c1)OCCO2)N1CCN(c2ccccc2)CC1 (stereo unspecified) | -5.8 | 7.5
4 | COc1ccc(NC(=O)C2C(c3ccc4c(c3)OCO4)=Nc3ccccc3N2C(C)=O)cc1 (stereo unspecified) | -7.8 | 0.9
5 | COc1ccc(CNC(=O)Nc2nc(C(N)Cc3ccc(C(F)(F)F)cc3)cs2)cc1 (stereo unspecified) | -9.3 | 4.5
6 | COCCNc1nc(Nc2ccccc2Cl)c2sc(-c3ccccc3)cc2n1 | -8.4 | -2.2
7 | CCCN(C)C1CN(Cc2cn(Cc3ccc(OC)cc3)nn2)S(=O)(=O)C1 (stereo unspecified) | -4.8 | 12.9
8 | O=C(OCc1ccccc1)N1CCC2CC1c1ccc(N3CCN(Cc4ccc5c(c4)OCO5)CC3)cc12 (stereo unspecified) | -4.4 | -16.1
9 | O=c1c(-c2cccnc2)nc2ccccc2n1C(CCc1ccccc1)c1nc2ccccc2[nH]1 (stereo unspecified) | -4.8 | 3.2
10 | O=C(CC1CC1)N[C@@H]1CC[C@@H](CCNS(=O)(=O)c2ccc(F)cc2)O[C@@H]1CO | -5.2 | 1.7
11 | CCNC(=O)C1CCCN(C(=O)c2cc(C)oc2C)CC1 (stereo unspecified) | -1.1 | -2.1
12 | Cc1cc(F)ccc1C(O)c1ncc(-c2cccc(F)c2)[nH]1 (stereo unspecified) | -3.5 | 2.8
13 | CC(C)NC(=O)N1Cc2cc(C(=O)NC3CCCC3)nc(-c3cccc(-c4cccnc4)c3)c2[C@@H]1CCO | -6.5 | 2.0
14 | COc1ccc(CCNC(=O)Nc2ccc3nc([C@@H]4O[C@H](CO)[C@@H](O)[C@H](O)[C@H]4O)[nH]c3c2)cc1Br | 3.4 | 9.4
15 | CCOC1CCCc2oc(-c3ccc(OC)cc3)c(C(=O)NCCCCO)c21 (stereo unspecified) | -6.8 | 11.4
16 | CC1(C(=O)NCC(F)(F)F)CCN1C(=O)Cc1ccc(-c2ccccc2)cc1 (stereo unspecified) | -5.3 | -4.6
17 | CCOC(=O)C1(C)CCCN(C(=O)c2cc(F)ccc2C)C1 (stereo unspecified) | -6.9 | 11.3
18 | CN(Cc1ccccc1)C(=O)[C@@H]1CCCN1C(=O)[C@@H]1CCCN1C(=O)c1cccc(Cl)c1 | -5.8 | 6.9
19 | CCc1nc2c(OCc3cc(Cl)cc(Cl)c3)cccn2c1N(C)C(=O)CC(C)C | -5.0 | -7.2
20 | COCCNC(=O)C1(C)Cc2c(-c3ccc(N(C)C)cc3)ccnc2O1 (stereo unspecified) | -6.0 | -0.9
21 | COc1ccc(Br)c(Cn2c(C)c(C(=O)N(C)Cc3ccc(F)cc3)sc2=O)c1 | -4.2 | -1.1
22 | CSc1ccccc1NC(=O)C1(C)CCN1C(=O)Cc1ccc(-c2ccccc2)cc1 (stereo unspecified) | -8.2 | 4.0
23 | COc1cc(CCN(C(=O)c2cccc(S(C)(=O)=O)c2)C(CCc2ccccc2)c2nc3ccccc3[nH]2)cc(OC)c1 (stereo unspecified) | -4.6 | -7.7
24 | CCOC(=O)[C@]12CCC=C1N(Cc1ccc3c(c1)OCO3)C(=O)[C@H](CC(=O)NCCC(C)C)C2 | -5.2 | 9.0
25 | C[C@H]([C@@H](O)[C@@H](O)[C@@H](C)C(C)(C)C)[C@H]1CC[C@H]2C3CC[C@H]4C[C@H](OS(=O)(=O)O)[C@@H](OS(=O)(=O)O)C[C@]4(C)[C@H]3CC[C@]12C (stereo partly specified) | -7.9 | 13.0
26 | CCOC(=O)[C@]12CCCC=C1N(CCc1ccc(OC)c(OC)c1)C(=O)[C@H](CC(=O)NCCc1ccccc1OC)C2 | -4.7 | -7.8
27 | COc1cccc(C(O)c2ncc(-c3ccccc3Cl)[nH]2)c1 (stereo unspecified) | -6.3 | 1.7
28 | COC(=O)[C@@]1(Cc2ccc(F)cc2)[C@H]2c3cc(C(=O)N(C)C)n(CCN4CCOCC4)c3C[C@H]2CN1C(=O)c1ccccc1 | -6.4 | 2.8
29 | CCCCN(CCCC)Cc1cc(=O)oc2ccccc12 | -2.4 | 3.4
30 | CC(C)(C)n1c(O)c2n(c1=O)Cc1ccccc1N=C2c1ccccc1 | -5.8 | -3.5

Overlap with the part before: 5 entries, followed by the next part.
# | mol | GalR3 antagonist | CHRM4 PAM
26 | CCOC(=O)[C@]12CCCC=C1N(CCc1ccc(OC)c(OC)c1)C(=O)[C@H](CC(=O)NCCc1ccccc1OC)C2 | -4.7 | -7.8
27 | COc1cccc(C(O)c2ncc(-c3ccccc3Cl)[nH]2)c1 (stereo unspecified) | -6.3 | 1.7
28 | COC(=O)[C@@]1(Cc2ccc(F)cc2)[C@H]2c3cc(C(=O)N(C)C)n(CCN4CCOCC4)c3C[C@H]2CN1C(=O)c1ccccc1 | -6.4 | 2.8
29 | CCCCN(CCCC)Cc1cc(=O)oc2ccccc12 | -2.4 | 3.4
30 | CC(C)(C)n1c(O)c2n(c1=O)Cc1ccccc1N=C2c1ccccc1 | -5.8 | -3.5
31 | O=C(NCC(=O)N1CCCC1)NN=Cc1ccccc1O | -8.6 | -1.4
32 | Cc1cccc(C)c1NC(=O)C(c1ccccc1)n1c(-c2ccccc2)nc2ccccc21 (stereo unspecified) | -10.4 | -4.4
33 | COCCN1C(=O)COc2ccccc2C1C(=O)Nc1ccc2c(c1)OCCO2 (stereo unspecified) | 0.6 | 1.8
34 | CCOC(=O)[C@]12CCCC=C1N(Cc1cccc3ccccc13)C(=O)[C@H](CC(=O)N1CCSCC1)C2 | -7.0 | -2.0
35 | CCCCn1c(O)c2n(c1=O)Cc1ccccc1N=C2c1ccc(C)cc1 | -4.8 | 7.2
36 | CN(C)C(=O)c1cccc(-c2ccc3nncn3c2)c1 | -6.0 | 2.3
37 | N#Cc1ccc(-c2nc3c(Cl)cc(C(F)(F)F)cn3c2Cc2ccsc2)cc1 | -4.5 | -0.5
38 | CC1=C(C(=O)N(C(C)C)C(C)C)CC(CC(=O)NCCN2CCOCC2)C(=O)N1Cc1ccc(F)cc1 (stereo unspecified) | -6.0 | -5.0
39 | Cc1cccc(C)c1NC(=O)C1(C)CN(S(C)(=O)=O)CC(=O)N1CCOc1ccccc1 (stereo unspecified) | -5.6 | -4.4
40 | CS(=O)(=O)c1ccc(Nc2nc(C(N)Cc3ccc(F)cc3)cs2)cc1 (stereo unspecified) | -3.4 | 6.4
41 | Cc1ccc(S(=O)(=O)NCc2ccccc2NS(=O)(=O)c2ccc(C)cc2)cc1 | 2.4 | -4.3
42 | O=C1NC[C@@H](CCCCN2CCN(CCc3ccccc3)C(=O)C2=O)N(Cc2ccccc2)C1=O | -7.1 | 1.0
43 | FC(F)(F)c1ccccc1Cc1c(-c2ccc(Cl)cc2)nc2c3ccccc3ccn12 | -0.9 | 2.8
44 | OCCNc1ncnc2c1ncn2[C@H]1CN(Cc2ccncc2)C[C@@H](CO)O1 | -3.4 | -1.7
45 | CCCCN1C(=O)C(=O)NC[C@H]1Cc1cccc2ccccc12 | -5.3 | 19.1
46 | COc1cccc(-c2cnc(C(O)c3ccc(Cl)cc3)[nH]2)c1 (stereo unspecified) | -0.7 | -2.3
47 | CCC(C)CN1C(=O)CSCC1(C)C(=O)NC(C)C (stereo unspecified) | -5.1 | -1.0
48 | CCc1nc2c(OCC(=O)C(C)(C)C)cccn2c1N(C)C(=O)c1ccccc1F | -5.6 | 1.4
49 | Clc1cccc(Cc2c(C3CCCCC3)nc3ccc(Cl)cn23)c1 | -7.1 | -9.0
50 | CC1(C(=O)NS(=O)(=O)c2ccccc2Cl)CCN1C(=O)CC1CC1 (stereo unspecified) | 1.1 | 6.7
51 | Cc1cc(F)ccc1-c1cc(C(=O)NCc2ccco2)[nH]n1 | -3.0 | 1.5
52 | COC(=O)C[C@H]1CC[C@H](NC(=O)Nc2ccccc2F)[C@@H](CO)O1 | -4.5 | -1.5
53 | CCc1nc2c(OCCn3cccc3)cccn2c1N(C=O)Cc1ccc(OC)cc1 | -4.3 | -0.1
54 | COc1ccc(S(=O)(=O)NC(=O)C2(C)CCN2C(=O)CC2CCCC2)cc1 (stereo unspecified) | -6.5 | 7.9
55 | CN1OC[C@@H]2CN(C(=S)NCCc3ccccc3)[C@H](c3ccc(N4CCCCC4)cc3)C[C@@H]21 | -4.2 | -5.3
56 | CN(C)c1ccc(CNC(=O)CC[C@H]2O[C@@H](n3cnc4c(NC(=O)c5ccccc5)ncnc43)[C@H](O)[C@@H]2O)cc1 | -7.6 | -1.2
57 | FC(F)(F)Oc1ccccc1C(c1nnnn1Cc1ccccc1)N1CCN(C/C=C/c2ccccc2)CC1 (stereo unspecified) | -7.6 | -7.7
58 | CN(C)c1ncnc2c1ncn2[C@H]1CN(Cc2ccco2)C[C@@H](CO)O1 | -4.5 | 6.1
59 | CCCc1c(-c2cccc(Br)c2)ncn1Cc1cccc(-c2ccccc2)c1 | -3.5 | -14.4
60 | CC1(C(=O)Nc2cnc3ccccc3c2)CCN1Cc1ccccc1OC(F)F (stereo unspecified) | -2.9 | -9.0

# | mol | GalR3 antagonist | CHRM4 PAM
61 | CCCCNC(=O)C[C@@H]1C[C@@]2(C(=O)OCC)CCC=C2N(Cc2ccc(Cl)cc2Cl)C1=O | -5.7 | 6.6
62 | O=C(NCc1ccncc1)[C@@H]1CCCN1C(=O)[C@@H]1CCCN1 | -6.3 | 0.1
63 | CCNC(=O)C1(C)CCN(C(=O)c2ccc(OC(F)F)cc2)C1 (stereo unspecified) | -3.0 | 7.2
64 | CC1(C(=O)NS(=O)(=O)c2ccccc2Cl)CCN1C(=O)Cc1ccccc1 (stereo unspecified) | -6.7 | 1.0
65 | CSCCC(C(=O)Nc1c(C)cccc1C)N1CCN(C/C=C/c2ccccc2)CC1 (stereo unspecified) | -0.3 | -1.9
66 | COC(=O)[C@@]1(Cc2ccc(F)cc2)[C@H]2c3cc(C(=O)N4CCCC4)n(Cc4cc(F)cc5c4OCOC5)c3C[C@H]2CN1C(=O)c1ccccc1 | -6.5 | -7.3
67 | COCCNc1nc(-c2ccc(Cl)cc2C)c2sccc2n1 | -8.4 | 0.2
68 | CCC(=O)N1CCC(C)(C(=O)NCc2ccc(F)cc2)C1 (stereo unspecified) | -3.4 | 0.9
69 | CCc1nc2ccc(C(=O)NCc3ccccc3OC)cn2c1N(CCC(C)C)CCN(C)C | -8.2 | -12.8
70 | CCCCCNC(=O)C1C(=O)Nc2ccccc2C(=O)N1C(C)(C)C (stereo unspecified) | -4.0 | 11.6
71 | CC(C)c1ccc(NC(=O)C2Cc3c(-c4ccco4)ccnc3O2)cc1 (stereo unspecified) | -1.2 | -0.1
72 | CCNC(=O)Nc1ccc2c(c1)c(=O)n(C)n2CC=C(C)C | -1.3 | 7.0
73 | COc1cccc(C(=O)NCC[N+](C)(C)C)c1 | -5.5 | 3.0
74 | CC(O)(c1ccc(F)c(F)c1)c1nc(/C=C/c2ccc(C(F)(F)F)cc2)cs1 (stereo unspecified) | -7.9 | -2.7
75 | CCCS(=O)(=O)NC(=O)C1(C)CCN(C(=O)c2ccc(F)c(C)c2)C1 (stereo unspecified) | -5.4 | 7.3
76 | Clc1ccc(-c2nc3ccc(Br)cn3c2Cc2ccsc2)cc1 | -3.1 | 1.3
77 | CCOC(=O)C1=CCN(S(=O)(=O)c2ccc(Cl)cc2)C1c1ccccc1 (stereo unspecified) | -5.9 | -9.8
78 | CCOC(=O)C1(C)CCCN1C(=O)c1cccs1 (stereo unspecified) | -3.4 | 1.3
79 | CC1(C(=O)NCc2ccccc2Br)CCN1Cc1csc2ccccc12 (stereo unspecified) | -8.4 | -10.0
80 | Cc1ccc(C(O)c2ncc(-c3ccc(F)cc3)[nH]2)cc1F (stereo unspecified) | 0.0 | -0.7
81 | O=c1ccn([C@@H]2O[C@H](CNCc3ccccc3)[C@@H](O)[C@H]2O)c(=O)[nH]1 | -6.4 | 0.3
82 | CCN(C)C1CN(Cc2cn(Cc3ccc(C(F)(F)F)cc3)nn2)S(=O)(=O)C1 (stereo unspecified) | -1.1 | 7.3
83 | Nc1ncnc2c1ncn2[C@@H]1O[C@H](C(=O)Nc2ccc(C(=O)N3CCCCC3)cc2)[C@@H](O)[C@H]1O | 1.6 | -4.9
84 | COc1ccc(NC(=O)C2c3ccccc3OCC(=O)N2Cc2cccnc2)cc1 (stereo unspecified) | -3.7 | 4.0
85 | COC(=O)c1ccc2nc(-c3ccccc3)c(Cc3ccsc3)n2c1 | -9.2 | -3.1
86 | CCOC(=O)C1(C)CCN1C(=O)c1ccoc1 (stereo unspecified) | -7.8 | 2.2
87 | Cc1cccnc1C(NC(=O)C1CCN(Cc2ccccc2)CC1)c1ccc(F)cc1 (stereo unspecified) | -6.4 | 1.3
88 | NC(Cc1ccc(Cl)cc1)c1csc(Nc2ccc(C(=O)NCCCO)cn2)n1 (stereo unspecified) | -9.7 | 3.7
89 | CC(=O)Nc1cc(-c2ccc(F)cc2)cn2c(-c3ccc(S(C)(=O)=O)cc3)cnc12 | -2.9 | -5.9
90 | CCCCOCCCNC(=O)C[C@@H]1C[C@@]2(C(=O)OC)CCCCC=C2N(Cc2ccc3c(c2)OCO3)C1=O | -2.4 | -4.2

# | mol | GalR3 antagonist | CHRM4 PAM
91 | CCOC1=C2[C@@H](CN(S(=O)(=O)c3ccc(C)cc3)[C@H]2c2ccccc2F)[C@H]2C(=O)N(c3ccccc3)C(=O)[C@H]2C1 | -5.2 | -0.4
92 | Cc1cc(Cl)ccc1-c1nc(NCc2ccccc2)nc2ccsc12 | -7.7 | 5.9
93 | CCCCNC(=O)c1nc(C2CCN(S(=O)(=O)c3ccccc3C(F)(F)F)CC2)oc1-c1ccccc1 | -7.1 | -8.9
94 | CC1(C(=O)NS(=O)(=O)c2cccs2)CCN1C(=O)Cc1ccc(Cl)cc1Cl (stereo unspecified) | -3.5 | 1.2
